Yeast eIF2B = modulators of yeast eIF2B activity; S. cerevisiae eIF2B-epsilon R284H, GCN4-lacZ luminescence; inhibition, % at 25 µM (by protocol); 27,000 tested, 0.91% active; AID 688;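 active means mutant luminescence inhibited past about 50% while wild type luminescence and mutant growth stay under set limits, limit read from the data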; further: some compounds called inactive have numbers as strong as hits
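material = yeast eIF2B-epsilon R284H mutant carrying GCN4–beta-galactosidase fusion | schedule = 16 h growth with compound at 30 °C, 90 min Beta-Glo step | measured by = luminescence and A595 | compound dosing = one concentration, 25 µM, 0.25% DMSO | read-out basis = % inhibition of reporter signal and growth versus controls | buffer or medium = YPD medium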
Yeast growth tox = Inhibitors of S. cerevisiae growth, toxicity. growth inhibition, % at 25 µM (by protocol). 30,000 tested, 0.3% active. S. cerevisiae wild-type growth, A595 turbidity, 16 h;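 active means mutant and wild-type yeast strains alike exhibit over 30% growth inhibition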;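 further: 0% = untreated cell controls and 100% = YPD media blanks without cells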
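System – wild-type and eIF2Bepsilon-R284H mutant S. cerevisiae, screened separately · Measured by – absorbance at 595 nm (turbidity) · Timing – 16 h compound exposure during growth at 30 °C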
Yeast growth tox inhibition % = also measured in Yeast growth tox; calls as there; growth inhibition, %; S. cerevisiae eIF2Bepsilon-R284H mutant growth, A595 turbidity, 16 h;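 each compound tested once at 25 µM; 0% equals untreated cells and 100% equals cell-free medium blanks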
Yeast eIF2B mutant toxicity = also measured in Yeast eIF2B; calls as there; growth inhibition, %; measured here: mutant yeast growth, toxicity;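 each compound tested once at 25 µM; zero equals untreated control growth and 100 equals blank medium absorbance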
Active calls of the source: *; / = not tested or not shown. Only part of the results is shown, so the mix of outcomes need not match the whole.

SMILES	Yeast eIF2B	Yeast eIF2B mutant toxicity	Yeast growth tox	Yeast growth tox inhibition %
CSc1nc2ccccc2n1CC(=O)Nc1cc(C(F)(F)F)ccc1N1CCOCC1	24.0	-14.3	11.1	-14.3
O=C(CCC1=NS(=O)(=O)c2ccccc2N1)NC1CCCCCCC1	22.2	-1.7	-6.4	-1.7
CCOc1ccc(CCNS(=O)(=O)c2cccc3nsnc23)cc1OCC	-7.9	8.7	-0.7	8.7
CCOC(=O)C1=C(C)OC(N)=C(C(=O)OCC)C1c1ccncc1 (stereo not drawn)	-15.7	/	-2.1	0.0
COC(=O)/C=c1\sc2n(c1=O)C(C)=CC(C)(C)N=2	26.9	-9.5	4.4	-9.5
O=C(NCCc1ccccc1)C1c2ccccc2C(=O)N1C1CC1 (stereo not drawn)	19.9	24.2	-2.6	24.2
CCOc1cc(N2CCOCC2)c(OCC)cc1NC(=O)Cc1cn2ccsc2n1	23.3	-15.6	16.6	-15.6
c1ccc(C(Cc2nc(-c3cccnc3)no2)c2ccccc2)cc1	24.8	7.1	8.6	7.1
CCOC(=O)N1CCN(CCC(=O)Nc2ccccc2OC)CC1	46.1	-12.5	-2.7	-12.5
CSc1nc(SCC(=O)NCc2ccco2)c2c3c(sc2n1)CN(C)CC3	/	/	-14.7	3.7
CC(=O)NC1C(c2nc3ccccc3s2)=C(c2ccccc2)C(=O)N1c1ccc(C)cc1 (stereo not drawn)	/	/	1.0	6.7
CCCCn1nnnc1SCC(=O)N1CCCC1	27.7	6.8	-6.2	6.8

Of the compounds above, these have four or more nitrogen atoms.
SMILES	Yeast eIF2B	Yeast eIF2B mutant toxicity	Yeast growth tox	Yeast growth tox inhibition %
CSc1nc2ccccc2n1CC(=O)Nc1cc(C(F)(F)F)ccc1N1CCOCC1	24.0	-14.3	11.1	-14.3
CCOc1cc(N2CCOCC2)c(OCC)cc1NC(=O)Cc1cn2ccsc2n1	23.3	-15.6	16.6	-15.6
CSc1nc(SCC(=O)NCc2ccco2)c2c3c(sc2n1)CN(C)CC3	/	/	-14.7	3.7
CCCCn1nnnc1SCC(=O)N1CCCC1	27.7	6.8	-6.2	6.8

Arranged by molar mass (descending): part of the list above.
SMILES	Yeast eIF2B	Yeast eIF2B mutant toxicity	Yeast growth tox	Yeast growth tox inhibition %
CCOc1cc(N2CCOCC2)c(OCC)cc1NC(=O)Cc1cn2ccsc2n1	23.3	-15.6	16.6	-15.6
CCOc1ccc(CCNS(=O)(=O)c2cccc3nsnc23)cc1OCC	-7.9	8.7	-0.7	8.7
O=C(NCCc1ccccc1)C1c2ccccc2C(=O)N1C1CC1 (stereo not drawn)	19.9	24.2	-2.6	24.2
COC(=O)/C=c1\sc2n(c1=O)C(C)=CC(C)(C)N=2	26.9	-9.5	4.4	-9.5

Continuation.
SMILES	Yeast eIF2B	Yeast eIF2B mutant toxicity	Yeast growth tox	Yeast growth tox inhibition %
C1=C(N2CCOCC2)/C(=C/c2nc3ccccc3[nH]2)CC1	22.3	12.0	8.4	12.0
Cn1nccc1C(=O)Nn1cnnc1	-10.5	16.0	15.1	16.0
Cn1c(SCC(=O)NCc2ccco2)nc2ccccc2c1=O	-26.3	6.9	4.2	6.9
CCOC(=O)CSc1nc2sc3c(c2c(=O)[nH]1)CCCC3	50.1*	/	-43.8	-5.3
C/C(CC1CC2=C(CC1(C)C)C(C)(C)CCC2)=N\NC(N)=S (stereo not drawn)	-11.7	-6.5	10.0	-6.5
COC(=O)C1=NN(c2ccc(C)cc2)C2(S1)SC(C(C)=O)=C(C)N2c1ccccc1 (stereo not drawn)	20.8	3.1	-3.3	3.1
C=CCOc1c(Cl)cc(CNCCC)cc1Cl	13.7	25.0	-0.6	25.0
COc1ccc(S(=O)(=O)N2CCOCC2)cc1Cl	-4.7	8.8	14.2	8.8
O=C(NCCC1=CCCCC1)C1CCN(c2nc3ccccc3o2)CC1	10.5	6.5	8.2	6.5

Single records, as listed above. Order of values: Yeast eIF2B, Yeast eIF2B mutant toxicity, Yeast growth tox, Yeast growth tox inhibition %
CCOC(=O)CSc1nc2sc3c(c2c(=O)[nH]1)CCCC3 as listed: 50.1*, /, -43.8, -5.3
C1=C(N2CCOCC2)/C(=C/c2nc3ccccc3[nH]2)CC1 as listed: 22.3, 12.0, 8.4, 12.0

Screening data from PubChem BioAssay.
